Source: PubChem
NOD2-RIPK2 inh – NOD2-RIPK2 protein interaction inhibition; O43353; CHO BLA complementation NOD2-RIPK2, CCF4 ratio; inhibition, % at 4.98 µM; 0.38% of 360,000 active; AID 624267; in the data active means inhibition above about 21%;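 further: 0% = vehicle only and 100% = reference blocker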
Target sequence (O43353 whole entry, looked up): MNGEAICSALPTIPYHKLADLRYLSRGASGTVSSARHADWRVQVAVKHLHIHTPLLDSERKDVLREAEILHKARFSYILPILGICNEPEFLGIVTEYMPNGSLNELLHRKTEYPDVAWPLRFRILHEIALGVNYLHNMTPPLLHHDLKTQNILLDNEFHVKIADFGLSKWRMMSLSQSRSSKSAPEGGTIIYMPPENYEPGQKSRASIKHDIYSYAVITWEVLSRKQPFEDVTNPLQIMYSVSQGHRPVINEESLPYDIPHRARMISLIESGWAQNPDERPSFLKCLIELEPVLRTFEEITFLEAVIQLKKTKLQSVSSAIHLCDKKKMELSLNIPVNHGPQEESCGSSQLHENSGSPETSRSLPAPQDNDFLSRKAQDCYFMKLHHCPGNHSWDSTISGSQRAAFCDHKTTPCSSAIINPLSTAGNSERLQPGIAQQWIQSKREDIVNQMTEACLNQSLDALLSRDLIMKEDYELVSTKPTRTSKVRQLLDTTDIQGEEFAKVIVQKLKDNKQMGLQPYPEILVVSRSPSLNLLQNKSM
TLR9-MyD88 inh – blocks human TLR9 binding to MyD88. Q9NR96+Q99836. CHO BLA complementation TLR9-MyD88, CCF4 FRET ratio. inhibition, % at 4.98 µM. 0.21% of 340,000 active. AID 504734;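 active means inhibition above the mean over all tested compounds plus 3 SD, cut at about 21% in these data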;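 further: 0% = DMSO only wells and 100% = clavulanate BLA inhibitor control wells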
ABHD5 PLIN5 PPI – inhibitors of human ABHD5-perilipin-5 interaction | Q00G26+Q8WTS1 | Split G. princeps luciferase complementation, luminescence, 4 h | inhibition, % at 4 µM | 0.78% of 360,000 active;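 active means inhibition above the mean inhibition across every tested compound plus 3 SD, cut at about 22% in these data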;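 further: 0% = DMSO only wells and the 100% control is not disclosed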
SRC2 inh – inhibits human steroid receptor coactivator 2. 0.17% of 370,000 active. HEK293 GAL4-SRC2 luciferase reporter, luminescence. Q15596. inhibition, % at 9 µM;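 active means inhibition above the mean inhibition of all tested compounds plus 3 SD, set per campaign, cut at about 52% in these data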;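 further: 0% = DMSO treated cells and 100% = cells given Gossypol at 36 µM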
LRH-1 inv ag – inverse agonists of human LRH-1 (NR5A2); O00482; HEK293T StAR-luciferase reporter, LRH-1 transfected, 24 h; inhibition, % at 3.6 µM; 0.13% of 360,000 active;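 active means inhibition above the mean inhibition of all tested compounds plus 3 SD, cut at about 73% in these data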;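 further: 0% = DMSO wells and 100% = reporter-only cells lacking LRH-1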
EBV LMP1 NFkB – reduces LMP1-driven NF-kappaB luciferase signal | LMP1-induced NF-kappaB luciferase reporter cells, luminescence | inhibition, % at 12.5 µM | 0.69% of 350,000 active; in the data active means inhibition above about 41%;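 further: 0% = neutral control wells and 100% = reference inhibitor control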
COUP-TFII inh – NR2F2 (human) inhibition, primary screen. HEK293T NGFI-A luciferase reporter, luminescence. AID 686940. P24468. 0.7% of 370,000 active. inhibition, % at 8.6 µM;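 active means inhibition above a per-plate cutoff, mean inhibition of test wells between control levels plus 3 SD, cut at about 38% in these data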;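 further: cells cotransfected with COUP-TFII expression vector driving the NGFI-A reporter; 0% = median of COUP-TF2 test wells and 100% = reporter-only cells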
Target sequence (P24468 whole entry, looked up): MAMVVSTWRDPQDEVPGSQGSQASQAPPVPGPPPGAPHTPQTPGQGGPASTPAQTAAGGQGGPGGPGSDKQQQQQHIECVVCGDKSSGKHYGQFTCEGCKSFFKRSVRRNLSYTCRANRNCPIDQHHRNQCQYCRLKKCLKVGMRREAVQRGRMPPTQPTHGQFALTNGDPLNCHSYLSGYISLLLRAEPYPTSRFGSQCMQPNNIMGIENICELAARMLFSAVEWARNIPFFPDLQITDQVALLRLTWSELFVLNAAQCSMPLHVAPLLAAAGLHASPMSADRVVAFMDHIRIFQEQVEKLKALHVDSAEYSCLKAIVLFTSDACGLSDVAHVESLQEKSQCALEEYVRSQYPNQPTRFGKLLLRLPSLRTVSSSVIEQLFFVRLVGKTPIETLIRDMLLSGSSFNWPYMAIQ
NCOA1 inh – inhibitors of human steroid receptor coactivator 1 (SRC1). HEK293 GAL4-SRC1 luciferase reporter, luminescence. inhibition, % at 3.6 µM. 0.12% of 360,000 active. AID 588354;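 active means inhibition above the campaign mean plus 3 SD, with each screening campaign given its own cutoff, cut at about 60% in these data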;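 further: 0% = DMSO treated cells and 100% = gossypol at 36 µM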
MC4R antagonist – human MC4R antagonism in cAMP assay. P32245. MC4R-expressing cells, MTII-stimulated cAMP, LANCE TR-FRET. inhibition, % at 6.5 µM. 0.48% of 360,000 active. AID 540295;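 active means inhibition above its plate's cutoff, the mean of tested wells on that plate plus 3 SD, cut at about 29% in these data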;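 further: 0% = Melanotan II alone and 100% = Melanotan II plus saturating MCL0020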
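Assay system: U2OS-MC4R stable cell line; Also added: Melanotan II; Technique: Eu-cAMP/anti-cAMP TR-FRET, emission 671 nm; Times: 30-min compound, 1-h challenge, 1-h detection, room temperature.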
SRC3 inh – human NCOA3 inhibition | Q9Y6Q9 | HEK293 GAL4-SRC3 luciferase reporter, luminescence | inhibition, % at 3.6 µM | 0.17% of 360,000 active | AID 588352;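 active means inhibition above a per-campaign cutoff, the mean of all compounds plus 3 SD, cut at about 60% in these data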;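 further: 0% = DMSO-treated cells and 100% = gossypol-treated cells at 36 µM; higher means less SRC3-driven luciferase light from the GAL4 reporter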
MC4R barr agon – activates human MC4R beta-arrestin recruitment; AID 540308; activation, % at 8.9 µM; P32245; 0.98% of 360,000 active; U2OS MC4R beta-arrestin complementation, luminescence; percent of melanotan II response, DMSO zero;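 active means activation above a per-plate cutoff, the mean activation of sample wells on that plate plus 3 SD, cut at about 8% in these data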
The depositor's hits bear a star; . = no result given. An excerpt (hit frequency here may not be typical).

smiles	EBV LMP1 NFkB	ABHD5 PLIN5 PPI	MC4R barr agon	SRC3 inh	LRH-1 inv ag	TLR9-MyD88 inh	SRC2 inh	NCOA1 inh	COUP-TFII inh	NOD2-RIPK2 inh	MC4R antagonist
CCn1c(C(=O)N2CCC(C(=O)NCc3ccc(OC)cc3)CC2)cc2sccc21	13	2	-1.4	23	-12	1	5	3	0	-3	9
C[C@@H](NC(=O)[C@@H]1Cc2ccccc2CN1C(=O)OC(C)(C)C)C(=O)NC1CCCC1	.	0	1.3	10	14	-1	-11	12	-6	3	-3
Cc1nc2sc3c(c2c(=N)n1N)CCCC3	4	1	-1.1	-5	-3	4	-33	4	6	-2	13
CC(CCc1ccccc1)NC(=O)c1ccc(NC(=O)c2cccc(Br)c2)cc1 (stereo not given)	5	1	5.6	28	-2	4	-6	4	-4	3	8
O=C1c2cccc(NCCCNCCO)c2C(=O)c2cccc(NCCCNCCO)c21	25	11	-3.4	30	9	-9	-70	33	-17	-14	-35
CSc1ccccc1NC(=O)CN(C)C(=O)/C=C/c1ccccc1	7	7	-1.8	-20	14	-1	16	5	-13	-5	8
CCN(CC)c1ccc(/C=C2/SC(=O)N(C(C)C)C2=O)o1	0	93*	-0.6	-12	-5	31*	-10	-23	5	65*	7
CCOC(=O)c1ccc(NC(=O)CSc2nnc(COc3ccccc3OC)n2C)cc1	-6	-5	-0.5	0	43	-14	2	-9	7	6	-4
CCCN(C1CCS(=O)(=O)C1)S(=O)(=O)c1ccc(F)cc1 (stereo not given)	-1	1	-0.3	-3	-19	-10	2	-5	2	-4	-8
CC(=O)c1ccc(Nc2nc(CN)cs2)cc1	.	-3	1.5	0	-7	.	14	-13	-8	4	12
Cc1cc(C)n(CC(O)COc2ccccc2C(=O)Nc2ccccc2)n1 (stereo not given)	3	1	-0.5	17	9	-8	-1	2	10	-7	1
CCOc1ccc(N(C(=O)CNC(=O)c2ccco2)C(C(=O)NC2CCCC2)c2ccco2)cc1 (stereo not given)	3	6	-1.4	-3	-8	-3	-27	4	17	1	-6
COc1c(C)cc(C(=O)C2CCCN(C(=O)c3cc(C4CC4)[nH]n3)C2)cc1C (stereo not given)	11	-9	-1.4	-6	1	-9	7	16	9	1	1
CC(=O)c1ccc(OCCCC(=O)NC2=NCCS2)cc1	-4	2	-0.8	-3	-1	-7	-6	15	14	-2	1
CCOc1ccc(S(=O)(=O)Nc2ccccc2SC)cc1	-7	-6	0.5	13	8	2	7	6	17	-20	3
CN(C)[C@H]1N(C(=O)c2ccc(Br)cc2)N=C2c3ccccc3S(=O)(=O)N21	5	-2	-0.9	1	17	7	-15	4	-8	-2	7
COc1cccc(NC(=O)C(Cc2ccccc2)NC(=O)C2CCC(C)CC2)c1 (stereo not given)	-4	-11	-1.9	5	-12	2	-1	-14	1	5	3
COc1ccc(Nc2nc(Cl)nc(NCCO)n2)cc1	4	-2	-1.9	2	15	-7	-13	-6	-3	8	0
Cc1ccc2nc(SCC(=O)NC3CC3)[nH]c2c1	4	3	-1.1	-2	-11	-2	-59	-9	-14	-3	3
COc1cccc(CNS(=O)(=O)c2ccc3c(c2)N(C)CCO3)c1	-2	-2	-1.1	4	5	3	-12	-71	21	5	6
Cc1ccc([C@@]2(OC(=O)c3ccccc3)C(=O)N(C(=O)OC(C)(C)C)c3ccccc32)cc1	.	6	.	.	-11	.	-36	.	5	-12	.
CCC(c1nnc(SCC(=O)N2CCOCC2)n1C1CCCCC1)N(C)C (stereo not given)	0	2	-1.8	-3	3	2	23	-4	3	0	3
Cn1c(=O)c2c(ncn2CC(=O)Nc2nc3ccc(F)cc3s2)n(C)c1=O	-9	1	-2.5	-14	-34	-13	12	-34	-10	-11	13
COc1cccc(CN2CCN(c3ccc(F)cc3)C2=O)c1	0	-6	-0.8	-7	-10	-14	-7	-22	-26	-2	10
C#Cc1cc(N2CCN(C(=O)c3ccoc3)CC2)n2nc(-c3cccc(Cl)c3)cc2n1	54*	13	-0.6	-46	50	6	-92	-32	11	-1	32*
COc1ccc(N2CCN(C(=S)Nc3cc(C)ccc3C)CC2)cc1	-1	-4	-0.4	-6	-20	10	1	-4	8	4	1
CCC(=O)Nc1ccc(N2CCOCC2)c(S(=O)(=O)Nc2ccc(OC)cc2)c1	-13	0	1.2	15	-1	-1	22	1	5	-10	18
COc1ccc(-n2c(COc3ccc4ccccc4c3)nnc2SCC(=O)NCc2ccco2)cc1	6	7	-0.1	3	-2	-9	10	9	10	-7	17
Cn1c(=O)n(Cc2ccc(F)cc2)c(=O)c2c1nc1n2CCN1Cc1ccco1	1	1	-0.2	17	-22	3	-19	-21	13	-2	9
O=C(Nc1cc(S(=O)(=O)N2CCOCC2)ccc1N1CCCC1)C1COc2ccccc2O1 (stereo not given)	2	-5	-2.4	9	6	-2	-29	-6	0	-5	4
COc1ccc(NC(=O)C/C(C)=N/NC(=O)c2cnccn2)cc1Cl	0	4	-2.0	-103	-59	8	-62	-55	-24	1	3
Cc1cc(C(=O)OCC(=O)N2CCCC2)c2ccccc2n1	3	4	-1.4	4	5	2	-5	11	15	0	6
O=C(Nc1ccncc1)Nc1cccc(F)c1	-6	0	-2.9	-16	-20	3	-9	0	-15	0	-6
C=CCn1c(COc2ccccc2)nnc1SCC(=O)O	-3	-2	1.3	-6	-8	-2	-8	7	-1	1	6
Cc1cc(C)cc(NC(=O)c2cccc(N3C(=O)C4C5C=CC(C5)C4C3=O)c2)c1 (stereo not given)	-2	-4	-2.2	2	-16	-8	10	-5	12	1	-4
O=C1CC(c2ccco2)Cc2nc(N3CCN(Cc4ccc5c(c4)OCO5)CC3)ncc21 (stereo not given)	39	-3	0.5	-2	-10	-3	29	1	2	9	2
CCOC(=O)c1cc2c(ccn2C)n1CC(=O)N1CCN(c2cccc(C(F)(F)F)c2)CC1	1	-4	4.5	10	20	4	18	0	-8	-27	-2
O=C(CSCc1c(Cl)cccc1Cl)Nc1cccnc1	1	-5	1.9	9	-7	-8	-11	-52	13	-12	20
CN(c1ccccn1)c1ncnc2[nH]ncc12	-4	3	-1.0	1	-10	2	-25	-18	-4	-6	-5
CCC(=O)N1CCCC(C)(C(=O)NS(=O)(=O)c2ccccc2Cl)C1 (stereo not given)	.	7	0.0	-17	-10	.	3	3	8	1	6
COc1cc2ncnc(NCc3ccc4c(c3)OCO4)c2cc1OC	16	10	0.0	-3	-11	-5	39	12	7	6	8
COc1ccc(NC(=O)CC2SC(=Nc3ccccc3)NC2=O)c(OC)c1 (stereo not given)	8	2	0.1	-31	7	-17	12	-29	15	-5	-2
CCCCCCOc1ccc(N2C(=O)CC(S/C(N)=N/N=C(\C)c3cccs3)C2=O)cc1 (stereo not given)	14	-3	21*	4	-1	-9	4	-17	-16	-23	12
COc1ccc(C(=O)Nc2ccc3ccccc3c2)c(OC)c1	-72	4	-0.8	-132	-122	-6	-21	-73	-39	-5	20
CC(=O)C1=CCC(c2ccccc2)N(S(=O)(=O)c2ccc(Cl)cc2)C1 (stereo not given)	.	3	.	28	10	.	5	10	-4	-4	.
CN1CC(c2ccc(Cl)c(Cl)c2)[C@@]2(COc3ccccc3C2=O)[C@@]12C(=O)Nc1ccccc12 (stereo not given in full)	-3	-1	-1.5	3	3	0	4	-5	-8	-2	2
CCOc1ccc(NS(=O)(=O)c2ccc3c(c2)oc(=O)n3C)cc1	3	-2	-2.1	17	-10	-6	-15	-29	-1	-4	5
COC(=O)C1=C(NC(=O)c2ccccc2C)CCS1	-1	-2	-1.7	-2	14	2	1	-7	-3	7	1
COc1ccccc1OCCC(=O)OCC(=O)NC(C)c1ccccc1 (stereo not given)	-7	0	-1.9	-17	-1	6	-4	25	13	-12	2
Cc1cccc(C)c1NC(=O)CN(C)CC(=O)N1CC(=O)Nc2ccccc21	0	-8	-1.1	-1	-2	-11	-23	-26	7	-9	12
O=C(Cc1ccccc1)Nc1cccc(C(=O)N/N=C/c2ccco2)c1	1	-1	-2.1	4	-18	3	18	-4	6	5	1
O=C(O)c1n[nH]c2c1CCCC2	-6	-2	-1.1	-2	5	6	11	-9	-7	-10	5
CCCCn1c(N)c(N(CCOC)C(=O)c2cc(-c3ccc(OC)c(OC)c3)nc3ccccc23)c(=O)[nH]c1=O	-4	-5	-1.3	-4	-5	5	1	-19	-17	0	4

Arranged by SMILES length (smallest number first): some entries from above
smiles	EBV LMP1 NFkB	ABHD5 PLIN5 PPI	MC4R barr agon	SRC3 inh	LRH-1 inv ag	TLR9-MyD88 inh	SRC2 inh	NCOA1 inh	COUP-TFII inh	NOD2-RIPK2 inh	MC4R antagonist
O=C(Nc1ccncc1)Nc1cccc(F)c1	-6	0	-2.9	-16	-20	3	-9	0	-15	0	-6
CCOc1ccc(S(=O)(=O)Nc2ccccc2SC)cc1	-7	-6	0.5	13	8	2	7	6	17	-20	3
COc1cccc(CN2CCN(c3ccc(F)cc3)C2=O)c1	0	-6	-0.8	-7	-10	-14	-7	-22	-26	-2	10
COc1cc2ncnc(NCc3ccc4c(c3)OCO4)c2cc1OC	16	10	0.0	-3	-11	-5	39	12	7	6	8
CCC(c1nnc(SCC(=O)N2CCOCC2)n1C1CCCCC1)N(C)C (stereo not given)	0	2	-1.8	-3	3	2	23	-4	3	0	3
COc1ccc(NC(=O)C/C(C)=N/NC(=O)c2cnccn2)cc1Cl	0	4	-2.0	-103	-59	8	-62	-55	-24	1	3
COc1cccc(NC(=O)C(Cc2ccccc2)NC(=O)C2CCC(C)CC2)c1 (stereo not given)	-4	-11	-1.9	5	-12	2	-1	-14	1	5	3
CCOC(=O)c1ccc(NC(=O)CSc2nnc(COc3ccccc3OC)n2C)cc1	-6	-5	-0.5	0	43	-14	2	-9	7	6	-4
CCOc1ccc(N(C(=O)CNC(=O)c2ccco2)C(C(=O)NC2CCCC2)c2ccco2)cc1 (stereo not given)	3	6	-1.4	-3	-8	-3	-27	4	17	1	-6
C[C@@H](NC(=O)[C@@H]1Cc2ccccc2CN1C(=O)OC(C)(C)C)C(=O)NC1CCCC1	.	0	1.3	10	14	-1	-11	12	-6	3	-3
CCCCn1c(N)c(N(CCOC)C(=O)c2cc(-c3ccc(OC)c(OC)c3)nc3ccccc23)c(=O)[nH]c1=O	-4	-5	-1.3	-4	-5	5	1	-19	-17	0	4
